ST2 inh: inhibitors of human ST2 (IL1RL1) binding to IL-33 | Q01638 | AlphaLISA ST2-Fc/biotin-IL-33 interaction, 1 h | inhibition, % for hits at 17 µM | actives 2.3% (n = 78,000) | AID 1259354; in the data active = inhibition above about 30%; inconclusive = mostly about 10% to 28%
Target sequence (Q01638 whole entry, looked up): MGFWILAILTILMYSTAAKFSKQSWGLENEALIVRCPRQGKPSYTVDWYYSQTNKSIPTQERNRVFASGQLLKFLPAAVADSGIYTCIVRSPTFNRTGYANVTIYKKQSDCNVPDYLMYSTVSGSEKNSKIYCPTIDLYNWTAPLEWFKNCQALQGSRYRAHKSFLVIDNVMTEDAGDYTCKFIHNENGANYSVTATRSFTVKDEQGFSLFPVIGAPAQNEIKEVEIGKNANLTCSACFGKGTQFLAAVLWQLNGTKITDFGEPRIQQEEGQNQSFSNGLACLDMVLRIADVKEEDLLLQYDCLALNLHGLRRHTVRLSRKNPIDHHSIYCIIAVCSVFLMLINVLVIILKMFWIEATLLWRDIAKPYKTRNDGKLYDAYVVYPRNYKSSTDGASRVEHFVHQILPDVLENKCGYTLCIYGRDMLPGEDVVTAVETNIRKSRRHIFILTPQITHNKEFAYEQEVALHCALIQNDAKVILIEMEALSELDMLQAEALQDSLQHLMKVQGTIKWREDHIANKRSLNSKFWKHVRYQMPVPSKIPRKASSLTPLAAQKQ
Starred values were filed as active, the others as inactive; i = inactive; ? = inconclusive. An excerpt (hit frequency here may not be typical).

SMILES	ST2 inh
NC1CCc2cc(O)c(O)cc2C1 (stereo not drawn)	?
COc1ccccc1-c1cc([C@H]2CN3CC[C@H]2C[C@@H]3COC(=O)Nc2ccc(C(C)=O)cc2)n(C)n1	i
O=C(c1cn(Cc2ccccc2C(F)(F)F)nn1)N(Cc1ccccc1)CC1CCC1	i
C[N+](C)(C)CCOC(=O)CBr	?
O=c1c2ccccc2nc(Cc2ccccc2)n1-c1ccccc1	i
CCOc1ccccc1CN1CCN(c2ccccc2C)CC1	?
O=c1oc2ccccc2c(O)c1C(c1cccnc1)c1c(O)c2ccccc2oc1=O	i
CC(=O)Nc1cc(C(=O)N2CCC3(CC2)OCCO3)ccc1S(=O)(=O)c1ccc(C)cc1	i
Cc1nccnc1N1C[C@H](c2cccc(F)c2F)[C@@H]2[C@H]1C1CCN2CC1	i
COCc1cn(C[C@H]2CC3CCN2C[C@@H]3C(=O)N2CCN(c3ccccc3OC)CC2)nn1 (stereo partly drawn)	i
S=C(NCc1ccco1)NC[C@H]1C[C@@H]2CCN1C[C@@H]2CN1CCSCC1	i
Cc1ccccc1-c1ccc2n(c1=O)C[C@H]1C[C@@H]2CN(Cc2cccs2)C1	?
CN(C)Cc1ccccc1-c1ccc2n(c1=O)C[C@H]1C[C@@H]2CN(C(=O)c2ccco2)C1	?
CN(C)c1ccc(-c2cc([C@H]3CN4CC[C@H]3C[C@@H]4CNC(=O)COc3ccccc3)n(C)n2)cc1	i
O=C(Nc1ccc2n(c1=O)C[C@H]1C[C@@H]2CN(C(=O)c2ccccn2)C1)c1ccccc1	i
CN(C)c1ccc(C(=O)NC[C@H]2C[C@@H]3CCN2C[C@@H]3CN2CCC(Cc3ccccc3)CC2)cc1	i
CN(C)C(=O)[C@H]1CN2CCC1C[C@@H]2Cn1cc(C2(O)CCCCC2)nn1 (stereo partly drawn)	?
COc1ccc2cc(C(=O)C3CCCN(C4CCOCC4)C3)ccc2c1 (stereo not drawn)	i
CCOC(=O)c1c(C)n(CC(C)C)c2ccc(O)cc12	i
Cc1cccc(C2N(c3ccccn3)C(=O)C3CCCN32)c1 (stereo not drawn)	?
COc1ccccc1N1CCN(C(=O)[C@H]2CN3CCC2C[C@@H]3Cn2cc(CO)nn2)CC1 (stereo partly drawn)	i
COc1ccc(OC)c(CN2CCN(C)CC2)c1	i
Cn1cc(C=C2C(=O)NC(=O)NC2=O)c2ccccc21	35%*
c1ccc(CN2CCN(Cc3ccc4c(c3)OCO4)CC2)cc1	i
O=c1c2ccccc2nc(/C=C/c2ccc(Br)cc2)n1-c1ccc([N+](=O)[O-])cc1	?
Further structures:
SMILES	ST2 inh
O=C(c1ccccc1)c1cc(Br)ccc1NC(=O)c1cc2ccccc2oc1=O	i
C=C[C@H]1CN2CC[C@H]1C[C@@H]2CNS(=O)(=O)c1ccc(NC(C)=O)cc1	i
CCOc1ccccc1N1CCN(Cc2ccc(F)c(Br)c2)CC1	?
O=C(O)CCCc1ccc(N(CCCl)CCCl)cc1	i
CCN(CC)C(=O)Cn1cc(/C=C2\C(=O)NC(=O)N(c3ccccc3F)C2=O)c2ccccc21	i
Clc1ccccc1CN1CCN(Cc2ccc3c(c2)OCO3)CC1	i
CCC(CC)c1cc([C@H]2CN3CC[C@H]2C[C@@H]3CNC(=O)NCc2ccccc2)nc(-c2ccncc2)n1	i
Clc1ccc(CN2CCN(Cc3ccc4c(c3)OCO4)CC2)cc1	?
COCc1cn(C[C@H]2C[C@@H]3CCN2C[C@@H]3C(=O)NCc2ccccc2)nn1	i
COC[C@H]1CCCN1CCC(=O)Nc1cccnc1	?
CSc1cccc(NC(=O)NC[C@H]2C[C@@H]3CCN2C[C@@H]3CN(C)c2ccccc2)c1	?
Cc1cccc(N2CCN(Cc3cccc([N+](=O)[O-])c3)CC2)c1C	?
Cc1cc(Cl)ccc1C(=O)C1CCCN(Cc2nc3ccccc3[nH]2)C1 (stereo not drawn)	?
CNc1ccc2oc(C[C@H]3O[C@@]4(CC[C@H]3C)O[C@H]([C@H](C)C(=O)c3ccc[nH]3)[C@H](C)C[C@H]4C)nc2c1C(=O)O	?
Cc1ccccc1-c1ccc2n(c1=O)C[C@H]1C[C@@H]2CN(S(=O)(=O)c2ccccc2C#N)C1	i
COCc1cn(C[C@H]2C[C@@H]3CCN2C[C@@H]3C(=O)NCc2ccccc2OC)nn1	i
CC[C@H]1CN2CC[C@H]1C[C@@H]2CNC(=O)Nc1cccc(SC)c1	i
COc1ccc(CN2CCN(CCO)CC2)cc1C	i
Cc1cc(C)n2nc(SC(C)C(=O)N3CCC4(CC3)OCCO4)nc2n1 (stereo not drawn)	i
O=C(Nc1ccc2n(c1=O)C[C@H]1C[C@@H]2CN(C(=O)c2ccccc2)C1)c1cccs1	i
CN(C)c1ccc(/C=C\c2nc3ccccc3c(=O)n2-c2ccc(O)cc2)cc1	i
CCN(CC)c1ccc([N+](=O)[O-])c2cccnc12	56%*
Fc1cccc(CN2CCN(Cc3ccccc3)CC2)c1	?
COc1cc(CN2CCN(c3ccc(F)cc3)CC2)ccc1O	i
C=C[C@H]1CN2CC[C@H]1C[C@@H]2CNC(=S)NCc1ccco1	i

Random excerpt: two entries already listed.
SMILES	ST2 inh
Cc1cc(Cl)ccc1C(=O)C1CCCN(Cc2nc3ccccc3[nH]2)C1 (stereo not drawn)	?
Cc1cc(C)n2nc(SC(C)C(=O)N3CCC4(CC3)OCCO4)nc2n1 (stereo not drawn)	i

Other results follow:
SMILES	ST2 inh
CCS(=O)(=O)N1CCN(C2CC3CCC2C3)CC1 (stereo not drawn)	i
O=C1CC(=O)N(c2ccccc2)C(=O)N1	i
COCCC(=O)N1C[C@@H]2C[C@H](C1)c1ccc(NS(=O)(=O)c3ccccc3)c(=O)n1C2	i
C=CCN(C)C(=O)[C@H]1CN2CCC1C[C@@H]2Cn1cc(CNC)nn1 (stereo partly drawn)	?
COCCNC(=S)NC[C@H]1C[C@@H]2CCN1C[C@@H]2CN(C)CCc1ccccn1	i
COc1ccccc1N1CCN(C(=O)[C@H]2CN3CCC2C[C@@H]3Cn2cc(-c3ccccc3)nn2)CC1 (stereo partly drawn)	?
OCC1CCCN1C1CC2CCC1C2 (stereo not drawn)	i
C=C[C@H]1CN2CC[C@H]1C[C@@H]2CNC(=S)Nc1cc(C)cc(C)c1	i
CC(C)(C)c1ccc(-c2cn(C[C@H]3CC4CCN3C[C@@H]4C(=O)NCc3ccc(F)cc3)nn2)cc1 (stereo partly drawn)	i
NS(=O)(=O)c1ccc(NC(=O)c2cccn(Cc3ccc(Br)cc3)c2=O)cc1	i
O=C([C@H]1CN2CCC1C[C@@H]2Cn1cc(-c2ccccc2)nn1)N1CCOCC1 (stereo partly drawn)	?
Cc1ccc(S(=O)(=O)Cc2ccc(C(=O)N3CCC4(CC3)OCCO4)o2)cc1	i
NC(=O)c1ccc(OCC(O)CN2CC=C(c3ccc(F)cc3)CC2)cc1 (stereo not drawn)	i
C=CS(=O)[C@H]1C[C@@]2(Cl)C(Cl)=C(Cl)[C@@]1(Cl)C2(Cl)Cl (stereo partly drawn)	i
O=C(Nc1ccc(=O)n2c1[C@@H]1C[C@@H](CN(C(=O)c3ccc(F)cc3)C1)C2)c1cccnc1	i
COc1cc(/C=C/c2nc3ccccc3c(=O)n2-c2ccccc2OC)ccc1O	i
CSc1ncc(C(=O)N[C@H]2C[C@H]3CN(C)CCN3C2)c(=O)[nH]1	?
C=CCOc1ccc(C2SCC(=O)Nc3c2c(=O)[nH]n3C2CCCCC2)cc1 (stereo not drawn)	?
Cc1nc(-c2ccc(F)cc2)cc([C@H]2CN3CC[C@H]2C[C@@H]3CNC(=O)C2CC2)n1	?
COc1ccc(CCN(C)Cc2cc(OC)c(OC)cc2[N+](=O)[O-])cc1OC	i
CC(C)Oc1cccc(C(=O)C2CCCN(Cc3cccnc3)C2)c1 (stereo not drawn)	i
Cc1c(C(c2ccccc2Cl)c2c(O)c3ccccc3oc2=O)c(=O)n(-c2ccccc2)n1C (stereo not drawn)	i
FC(F)(F)CCc1ccnc(N2CCOC3(CNCCOC3)C2)n1 (stereo not drawn)	i
CCN1CCN(Cc2cccc([N+](=O)[O-])c2)CC1	i
CN1[C@H]2CC[C@@H]1CN(c1cc(Sc3cccs3)nc(N)n1)CC2	?
Other results
SMILES	ST2 inh
c1ccc2cc(CC3=NCCN3)ccc2c1	?
COc1cc(CN2CCN(c3ccccc3OC)CC2)ccc1O	i
Cn1nc(-c2cccs2)cc1[C@H]1CN2CC[C@H]1C[C@@H]2CNC(=O)c1ccc2c(c1)OCO2	i
CN1C(=O)C2(CCN(Cc3cc4n(n3)CCCNC4)CC2)c2ccccc21	i
CC1CCCC(C)N1CC#CCO (stereo not drawn)	?
Cc1ccccc1CN1CCN(c2ccc([N+](=O)[O-])cc2)CC1	36%*
CCOc1ccccc1N1CCN(Cc2ccccc2Cl)CC1	i
CCN(CC)c1ncnc2c1ncn2[C@@H]1O[C@H](COP(=O)(O)OP(=O)(O)C(Br)(Br)P(=O)(O)O)[C@@H](O)[C@H]1O	i
CCN1CCN(Cc2ccccc2OC)CC1	i
CCCCc1nc2ccccc2c(=O)n1-c1ccccc1[N+](=O)[O-]	?
COc1ccccc1N1CCN(Cc2ccc(C)cc2C)CC1	i
CC(C)c1cccc(C(C)C)c1O	?
C=CCN(C)C[C@H]1CN2CC[C@H]1C[C@@H]2CNS(=O)(=O)c1ccc(C)cc1	i
CCCCCC/C=C\CCCCCCCc1cccc(O)c1O	i
O=C(CN1CCCN(Cc2ccccc2)S1(=O)=O)NC1CCCC1	i
CC1CC(C)C(=O)C(C(O)CC2CC(=O)NC(=O)C2)C1 (stereo not drawn)	i
O=C(NC[C@H]1C[C@@H]2CCN1C[C@@H]2CN1CCN(c2ccccc2)CC1)Nc1ccccc1	?
Cc1ccccc1-c1ccc2n(c1=O)C[C@H]1C[C@@H]2CN(C(=O)Nc2ccccc2)C1	i
O=C(c1ccccc1)N1C[C@@H]2C[C@H](C1)c1ccc(-c3cncnc3)c(=O)n1C2	i
C/C=C(\C)C(=O)O[C@@H]1[C@@H](C)[C@]2(O)C3C=C(C)C(=O)[C@@]3(O)CC(CO)=C[C@H]2C2C(C)(C)[C@@]21OC(=O)C(C)CC (stereo partly drawn)	?
CCc1nccc(CN2CC[C@@H](c3cccc(OC)c3)[C@H](O)C2)n1	?
O=C(Nc1nccs1)[C@H]1CN2CCC1C[C@@H]2Cn1cc(CO)nn1 (stereo partly drawn)	i
CC(=O)Nc1ccc(CNC(=O)CN2CC=C(c3cnn(C)c3)CC2)cc1	i
Cc1c(CCN)c2ccccc2n1Cc1ccccc1	i
COc1ccc(CN2CCN(c3ccccc3Cl)CC2)c(OC)c1	i
Other entries.
SMILES	ST2 inh
c1cc2c(cc1[C@H]1OC[C@H]3[C@@H]1CO[C@@H]3c1ccc3c(c1)OCO3)OCO2	i
CCN1CCN(Cc2ccc(OC)c(OC)c2OC)CC1	?
COCC(=O)NC[C@H]1C[C@@H]2CCN1C[C@@H]2CN1CCN(c2ccccc2)CC1	i
COc1ccccc1-c1cc([C@H]2CN3CC[C@H]2C[C@@H]3CNC(=O)c2ccco2)nc(C)n1	i
COc1cccc(/C=C/c2nc3ccccc3c(=O)n2-c2cccc(F)c2)c1OC	i
CCOC(=O)C1C(=O)NC23CCCC2C1c1ccccc1O3 (stereo not drawn)	i
CO[C@H]1[C@H](O)[C@H](O[C@H]2CC[C@]3(C)C4CC[C@]5(C)[C@H](C6=CC(=O)OC6)CC[C@]5(O)C4CC[C@@H]3C2)O[C@@H](C)[C@@H]1O (stereo partly drawn)	i
CNCc1cn(C[C@H]2CC3CCN2C[C@@H]3C(=O)NCc2ccccc2)nn1 (stereo partly drawn)	i
Cn1nc(-c2cccs2)cc1[C@H]1CN2CC[C@H]1C[C@@H]2CNC(=O)Nc1ccccc1	i
CCN(CC)C[C@H]1CN2CC[C@H]1C[C@@H]2CNS(=O)(=O)c1ccc(OC)cc1	i
O=C(Nc1ccc(=O)n2c1[C@@H]1C[C@@H](CN(C(=O)NC3CCCCC3)C1)C2)c1cncnc1	?
C#C[C@H]1CN2CC[C@H]1C[C@@H]2CNC(=S)Nc1ccc(C#N)cc1	i
O=C(C1CCCCC1)N1C[C@@H]2C[C@H](C1)c1c(-c3ccc4ccccc4c3)ccc(=O)n1C2	i
COc1ccccc1N1CCN(Cc2ccc(O)cc2)CC1	i
O=C(O)C1CN2CCC1CC2 (stereo not drawn)	?
CCc1c(C(=O)OC)ncc2[nH]c3cc(OC)c(OC)cc3c12	i
O=C(c1ccco1)N1C[C@@H]2C[C@H](C1)c1ccc(-c3cccnc3)c(=O)n1C2	i
CC(=O)c1ccc(C(=O)N2C[C@H](c3ccccc3)[C@@H]3[C@H]2C2CCN3CC2)s1	?
CC[C@@H](C)[C@H]1C(=O)O[C@H](C(C)C)C(=O)N(C)[C@@H](C(C)C)C(=O)O[C@H](C(C)C)C(=O)N(C)[C@@H](C(C)C)C(=O)O[C@H](C(C)C)C(=O)N1C	?
O=C1C2CCCN2C(c2ccccc2)N1c1ccccn1 (stereo not drawn)	i

Eleven compounds from above, arranged by count of non-hydrogen atoms, high to low.
SMILES	ST2 inh
CC[C@@H](C)[C@H]1C(=O)O[C@H](C(C)C)C(=O)N(C)[C@@H](C(C)C)C(=O)O[C@H](C(C)C)C(=O)N(C)[C@@H](C(C)C)C(=O)O[C@H](C(C)C)C(=O)N1C	?
CO[C@H]1[C@H](O)[C@H](O[C@H]2CC[C@]3(C)C4CC[C@]5(C)[C@H](C6=CC(=O)OC6)CC[C@]5(O)C4CC[C@@H]3C2)O[C@@H](C)[C@@H]1O (stereo partly drawn)	i
COc1ccccc1-c1cc([C@H]2CN3CC[C@H]2C[C@@H]3CNC(=O)c2ccco2)nc(C)n1	i
COc1cccc(/C=C/c2nc3ccccc3c(=O)n2-c2cccc(F)c2)c1OC	i
COCC(=O)NC[C@H]1C[C@@H]2CCN1C[C@@H]2CN1CCN(c2ccccc2)CC1	i
CNCc1cn(C[C@H]2CC3CCN2C[C@@H]3C(=O)NCc2ccccc2)nn1 (stereo partly drawn)	i
c1cc2c(cc1[C@H]1OC[C@H]3[C@@H]1CO[C@@H]3c1ccc3c(c1)OCO3)OCO2	i
C#C[C@H]1CN2CC[C@H]1C[C@@H]2CNC(=S)Nc1ccc(C#N)cc1	i
COc1ccccc1N1CCN(Cc2ccc(O)cc2)CC1	i
O=C1C2CCCN2C(c2ccccc2)N1c1ccccn1 (stereo not drawn)	i
O=C(O)C1CN2CCC1CC2 (stereo not drawn)	?

From PubChem BioAssay
